ALDH1A1 inh = ALDH1A1 (human) enzyme inhibition; 7.3% of 220,000 active; Potency, µM (titrated, usually from 75.3 µM), for inactives: top-dose activity, negative = inhibition, usual class: inhibitors; Purified ALDH1A1, NADH fluorescence, propionaldehyde substrate; active = well fitted inhibition curve with a large enough effect, not every such curve was filed as active; inconclusive = small, poorly fitted or top-dose-only effect, or another doubt; inactive = no such curve, though single readings can be large or run the other way;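 note: plate controls were no enzyme wells and a reference inhibitor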
Target sequence (P00352 whole entry, looked up): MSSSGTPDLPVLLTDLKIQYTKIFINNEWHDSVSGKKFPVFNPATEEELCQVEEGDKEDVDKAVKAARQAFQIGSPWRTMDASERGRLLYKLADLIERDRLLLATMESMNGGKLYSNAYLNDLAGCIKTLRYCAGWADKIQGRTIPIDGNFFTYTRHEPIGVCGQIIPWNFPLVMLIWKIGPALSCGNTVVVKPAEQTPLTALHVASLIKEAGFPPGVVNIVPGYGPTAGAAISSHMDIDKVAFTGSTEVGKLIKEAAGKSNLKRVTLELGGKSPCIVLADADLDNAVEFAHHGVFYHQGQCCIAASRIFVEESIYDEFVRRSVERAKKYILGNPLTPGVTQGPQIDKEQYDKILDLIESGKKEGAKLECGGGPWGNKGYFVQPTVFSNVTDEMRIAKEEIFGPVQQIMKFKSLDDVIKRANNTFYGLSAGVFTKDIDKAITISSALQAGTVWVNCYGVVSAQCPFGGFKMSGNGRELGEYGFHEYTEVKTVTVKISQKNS
SMN2 splice up = enhancers of SMN2 splice variant expression. AID 1458. 2.8% of 210,000 active. Potency, µM (highest dose often 46.1 µM), for the others: at the highest dose activity change, positive = activation, hits mostly activators. HEK293 SMN2-luciferase splicing reporter, luminescence, 30-36 h; note: % of control where 0% means no effect; nearly all actives have a fitted effect of over 55% in size
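HEK293 cells carry an SMN2 […]–luciferase reporter in which exon 7 inclusion puts luciferase in frame. Cells were plated 10-12 h before compound addition, then incubated 30-36 h at 37C. ONE-Glo luminescence was read; sodium butyrate at 4.5 mM final served as control.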
Lamin A splicing = modulators of lamin A splicing. HeLa LMNA splicing GFP/RFP minigene ratio, 48 h. Potency, µM (top dose mostly 46.1 µM), for the others: at the top dose ratio change, negative = inhibition, actives largely listed as inhibitors. 0.01% of 200,000 active. AID 1487; active = well fitted inhibition curve with a large enough effect in the signal ratio, with a control signal flat, not every such curve was filed as active; inconclusive = small, poorly fitted or top-dose-only effect, or effect the other way, or a change in a side signal; the % refers to the signal ratio; note: % is set by controls: 0 for no effect and ±100 for the full control effect
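S3 HeLa cells stably expressing lamin A-EGFP splicing minigene plus DsRed2, 600 cells/well, 48 h compound exposure at 37C. Laser-scanning cytometry; analysed as GFP (500-530 nm)/RFP (575-640 nm) total intensity ratio; 0.5% DMSO vehicle.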
L3MBTL1 block = inhibitors of human L3MBTL1. Q9Y468. AID 485360. 0.66% of 230,000 active. AlphaScreen L3MBTL1–H3K9me1 peptide binding. Potency, µM (top dose mostly 57.1 µM), inactives show top-dose activity, negative = inhibition, usual class: inhibitors; note: % is set by controls: 0 for no effect and ±100 for the full control effect; nearly all actives have a fitted effect of over 60% in size
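AlphaScreen assay: L3MBTL1 (50 nM final) was preincubated 30 min at room temperature with biotinylated H3(1-15)K9me1 peptide (75 nM final), then 30 min with library compounds; streptavidin donor and nickel chelate acceptor beads (10 ug/mL final) added, 30 min dark.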
Tau fibril ThT = blocks human tau fibril formation measured by thioflavin T. 2.1% of 270,000 active. P10636. Potency, µM (highest dose often 57.4 µM), for inactives: at the highest dose activity, negative = inhibition, most hits filed as inhibitors. AID 1460. recombinant tau K18 P301L (four-repeat tau fragment), heparin-induced fibrillization, ThT fluorescence; note: % is set by controls: 0 for no effect and ±100 for the full control effect; nearly all actives have a fitted effect of over 55% in size
Target sequence (P10636 561-689 P618L limits assumed): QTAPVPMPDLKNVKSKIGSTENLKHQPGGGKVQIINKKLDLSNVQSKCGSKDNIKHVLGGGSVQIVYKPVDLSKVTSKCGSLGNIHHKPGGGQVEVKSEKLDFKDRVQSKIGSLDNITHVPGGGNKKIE
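Aggregation was driven by heparin (20 uM final) acting on recombinant tau […] bearing P301L in 100 mM sodium acetate pH 7; fibrils were detected with Thioflavin T.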
RECQ1 inh = RECQ1 (human) helicase inhibition. AID 2549. 0.54% of 240,000 active. RECQ1 DNA unwinding, red fluorescence kinetic read. P46063. Potency, µM (series often up to 57.3 µM), for the others: top-dose activity, negative = inhibition, actives largely listed as inhibitors;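 note: plate controls were vehicle for no effect and no enzyme for full effect; nearly all actives have a fitted effect of over 30% in size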
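50 nM RECQ1T1 preincubated 15 min with compound in Tris pH 8.0 buffer with MgCl2, DTT, Tween-20 and 2.5 ug/ml poly(dI-dC); started with 200 nM TAMRA/BHQ-2 forked duplex and 2 mM ATP. Unwinding read as fluorescence (525/598 nm), two reads 2 h apart.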
Luc counter = blocks Kinase-Glo luciferase, a counter-screen artifact; Q27757; Kinase-Glo luciferase, ATP luminescence, 8 min; Potency, µM (doses to about 38.3 µM), inactives show top-dose activity change, negative = inhibition, most hits filed as inhibitors; 0.28% of 200,000 active; note: % is set by controls: 0 for no effect and ±100 for the full control effect; nearly all actives have a fitted effect of over 60% in size
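Kinase-Glo luciferase light output from ATP and luciferin was measured with 10 uM ATP, within the enzyme's linear range. Buffer: 50 mM imidazole pH 7.2, 50 mM KCl, 7 mM MgCl2, 0.01% Tween 20, 0.05% BSA; luminescence read after 8 min at ambient temperature.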
KDM4E inh = inhibitors of human JMJD2E histone demethylase | B2RXH2 | JMJD2E catalytic domain, FDH-coupled NADH fluorescence (FDH is formaldehyde dehydrogenase) | Potency, µM (series often up to 57.1 µM), without a hit: at the highest dose activity change, negative = inhibition, usual class: inhibitors | 1.6% of 230,000 active | AID 2147; active = well fitted inhibition curve with a large enough effect, not every such curve was filed as active; inconclusive = small, poorly fitted or top-dose-only effect, or another doubt; inactive = no such curve, though single readings can be large or run the other way;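 note: 0% = wells with enzyme and -100% = buffer wells without enzyme; nearly all actives have a fitted effect of over 50% in size; many of its hits are not listed in these tables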
Target sequence (B2RXH2 1-337 limits assumed): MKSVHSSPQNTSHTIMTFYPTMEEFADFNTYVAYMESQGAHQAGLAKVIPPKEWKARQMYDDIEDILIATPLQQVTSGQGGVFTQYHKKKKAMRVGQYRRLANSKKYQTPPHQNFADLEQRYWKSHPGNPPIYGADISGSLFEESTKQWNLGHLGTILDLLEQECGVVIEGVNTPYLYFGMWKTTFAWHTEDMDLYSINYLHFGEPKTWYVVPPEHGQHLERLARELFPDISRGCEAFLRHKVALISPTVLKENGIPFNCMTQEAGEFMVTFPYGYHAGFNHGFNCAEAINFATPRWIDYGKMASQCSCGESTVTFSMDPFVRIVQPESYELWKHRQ
* marks the source's active call; other numbers are inactive results; i = inactive; ? = inconclusive; nt = no result given; & = joins results of further samples; [ ] = remark or other dose. Unless noted, calls come from the whole dose curve; as a rule, active = well fitted curve in the direction sought with a large enough effect; inconclusive = small, poorly fitted or top-dose-only effect, or another doubt; inactive = no such curve, though single readings can be large; an effect the other way counts as inactive or inconclusive. Potency is the fitted concentration of half-maximal effect. Some of the compounds tested; count on the stated rates, not on these rows.

SMILES | ALDH1A1 inh | SMN2 splice up | Lamin A splicing | L3MBTL1 block | Tau fibril ThT | RECQ1 inh | Luc counter | KDM4E inh
Cc1c(N2C(=O)/C(=C\C3CC=CCC3)SC2=S)c(=O)n(-c2ccccc2)n1C (configuration not stated) | 1.26µM* | -11.3% | -11.4%[46 µM] | nt | ? | -4.6% | -1.4% | ?
COc1ccc(C2/C(=C(/O)c3ccccc3)C(=O)C(=O)N2c2ccccn2)c(OC)c1 (configuration not stated) | ? | -10.9% | -0.9% | 0.0% | -11.6% | 20.3% | -2.2% | -7.3%
COc1ccc(CC(=O)OC(C)CN2CCOCC2)cc1 (configuration not stated) | -11.6% | nt | ? | -5.8% | -10.5% | i | -1.1% | -10.8%
Cc1ccc(NC(=O)CCC(=O)NNC(=O)c2ccccc2Cl)c(C)c1 | 4.6% | 1.8% | -3.0%[46 µM] | -2.0% | 0.2% | -3.5% | 6.8% | 5.3%
Cc1cc(Cl)ccc1OCCCC(N)=O | 9.1% | nt | -1.3% | 19.8%[11.4 µM] | 0.5% | i | 1.9% | 6.5%
Cc1nc2ccccc2c2oc(C(=O)NCc3ccc4c(c3)OCO4)cc12 | -8.1% | -42.7%[inhibitor] | -19.5% | -0.8%[2.29 µM] | 0.8% | -3.2% | -3.5% | 1.5%
Cc1ccc(C2CC(=O)N3CN(Cc4ccco4)CSC3=C2C#N)cc1 (configuration not stated) | 11.2µM* | -0.7% | 9.6% | -1.0% | 25.1µM* | i | 0.0% | -26.4%
O=C(NCc1ccccn1)C1CCN(S(=O)(=O)c2cccs2)CC1 | -3.0% | nt | ? | -1.4% | ? | i | nt | -1.5%
Cc1ccc(C2NC(=S)NC3=C2C(=O)CCC3)cc1 (configuration not stated) | ? | -3.7% | 0.5%[46 µM] | 9.6% | -1.6% | -2.1% | -3.3% | -2.3%
O=C(COc1ccccc1C(=O)c1cnn(-c2ccccc2)c1)Nc1ccc2ccccc2c1 | -11.6% | 12.6µM* | -17.1% | -11.5% | -12.5% | -1.0% | -2.9% | 3.3%
Cc1sc2nc(CSc3nnnn3-c3ccc(Cl)cc3)[nH]c(=O)c2c1C | ? | 1.8% | ? | -12.7% | ? | -1.2% | -1.0% | ?
O=C(CCCCO)CCCCCCCC[C@H]1N[C@H](CO)[C@H](O)[C@@H]1O[C@@H]1O[C@H](CO)[C@@H](O)[C@H](O)[C@H]1O | 13.3% | -38.7%[inhibitor] | 3.6% | -5.7% | -2.0% | -3.2% | -0.9% | 37.1%[activator]
COc1ccc(C2/C(=C(\O)c3ccc4c(c3)OCCO4)C(=O)C(=O)N2CCCN(C)C)c(OC)c1 (configuration not stated) | -11.3% | 21.3% | -3.8% | 0.9% | -9.6% | -11.7% | -3.0% | -1.3%
CCCC(=O)Nc1ccc(NC(=O)c2ccccc2Cl)nc1 | -1.6% | ? | ? | nt | -15.4% | i | -2.1% | -1.4%
CC(C)CCNC(=O)C(c1ccco1)N(CCCO)C(=O)Cn1nnc(-c2ccc(F)cc2)n1 (configuration not stated) | 4.8% | nt | -7.7%[46 µM] | -4.1% | -5.1% | 5.6% | -1.3% | 2.2%
CC(=O)Nc1nonc1NC(=O)CSc1ncn[nH]1 | 3.0% | nt | 11.7% | 4.7% | ? | i | nt | -1.2%
Cc1ccc(S(=O)(=O)N2CCC(C(=O)NCCc3ccccc3)CC2)cc1 | 2.2% | nt | -5.7% | nt | 0.5% | i | -2.1% | 12.7%
Cc1cccc(C(C)C)c1NC(=O)COC(=O)Cc1ccsc1 | 7.1% | nt | -8.5% | ? | -6.7% | -2.0% | nt | 3.5%
COc1ccc(CNC2CCCC2)c(OC)c1OC | -1.6% | 3.2% | -2.9% | nt | -3.9% | -17.0% | -0.3% | 6.9%
CN1CCN(C(c2cccc(C(F)(F)F)c2)c2nnnn2Cc2ccccc2)CC1 (configuration not stated) | 9.8% | -6.1% | 3.0% | 3.8% | -5.7% | ? | 1.5% | -5.9%
Cc1cccc(NC(=O)C(NS(=O)(=O)c2ccc3c(c2)CCC(=O)N3)c2ccccc2)n1 (configuration not stated) | ? | -10.0% | -1.2% | 1.6% | -19.1% | i | -6.9% | -1.7%
CCc1ccc(/C=C/C(=O)c2ccc(N3CCOCC3)cc2)cc1 | -5.8% | -31.2%[inhibitor] | ? | ? | ? | -4.1% | 1.0% | -9.4%
COc1cc(-c2nc(-c3ccccc3)c(-c3cccs3)[nH]2)cc(OC)c1O | ? | 5.5% | -2.6% | nt | ? | -11.7% | 16.8% | ?
CC1CCC2(CC1)NC(=O)N(CC(=O)NCc1cccs1)C2=O (configuration not stated) | 23.2% | -6.8% | 7.4% | -3.7% | -11.8% | -2.3% | -0.6% | -1.1%
CCOC(=O)C1=C(C)NC(C)=C(C(=O)OCC)C1c1cc2ccc(C)cc2[nH]c1=O | ? | 10.3% | -20.9% | -2.7% | -17.7% | -6.5% | -1.7% | ?
COc1ccc(NC(=O)Cn2nnc(C(=O)NCCc3ccccc3)c2N)cc1 | 5.9% | 2.9%&-0.9% | nt | 4.8% | 8.7%&-3.9% | i | 2.1% | 0.9%
CC(C)CC(=O)NC(=S)NNC(=O)c1ccc(NC(=O)C2CCCCC2)cc1 | -5.2% | -0.1%[1.84 µM] | ? | 8.9% | ? | -5.4% | 0.7% | ?
COc1cccc(NC(=O)CN(C)C(C)C(=O)Nc2ccc(C(C)=O)cc2)c1 (configuration not stated) | 8.1% | 7.8% | -1.6%[46 µM] | 6.0% | -0.8% | -2.5% | 3.2% | 3.7%
O=C(NCCc1cn2ccccc2n1)c1cc(COc2c(F)cccc2F)on1 | -1.0% | nt | -10.4%[46 µM] | -3.6% | ? | 2.7% | -0.3% | 3.7%
COC(=O)C1=C(C)N(C)C(=S)NC1c1ccc(OC)cc1OC (configuration not stated) | 1.6% | nt | nt | -5.9% | -0.1% | -1.7% | 1.5% | 7.9%

Complete entries as entered above. Screens in order: ALDH1A1 inh	SMN2 splice up	Lamin A splicing	L3MBTL1 block	Tau fibril ThT	RECQ1 inh	Luc counter	KDM4E inh
O=C(NCc1ccccn1)C1CCN(S(=O)(=O)c2cccs2)CC1 in the list: -3.0%	nt	?	-1.4%	?	i	nt	-1.5%
Cc1ccc(NC(=O)CCC(=O)NNC(=O)c2ccccc2Cl)c(C)c1 in the list: 4.6%	1.8%	-3.0%[46 µM]	-2.0%	0.2%	-3.5%	6.8%	5.3%
CC(=O)Nc1nonc1NC(=O)CSc1ncn[nH]1 in the list: 3.0%	nt	11.7%	4.7%	?	i	nt	-1.2%
CCCC(=O)Nc1ccc(NC(=O)c2ccccc2Cl)nc1 in the list: -1.6%	?	?	nt	-15.4%	i	-2.1%	-1.4%
Cc1cccc(C(C)C)c1NC(=O)COC(=O)Cc1ccsc1 in the list: 7.1%	nt	-8.5%	?	-6.7%	-2.0%	nt	3.5%

(next part)
SMILES | ALDH1A1 inh | SMN2 splice up | Lamin A splicing | L3MBTL1 block | Tau fibril ThT | RECQ1 inh | Luc counter | KDM4E inh
Cc1c(NC(=O)CSc2ccccc2C(=O)Nc2cccnc2)c(=O)n(-c2ccccc2)n1C | 18.0% | -20.5% | 4.5% | 3.5% | -0.7% | -4.1% | -0.6% | 2.3%
Cc1cccc(/C=C2\Oc3cc(OS(C)(=O)=O)ccc3C2=O)c1 | ? | -12.8% | ? | -12.9% | ? | -9.5% | -0.9% | -18.3%
CC(=O)Nc1ccc(S(=O)(=O)NCC(=O)OCC(=O)c2cc(C)n(-c3ccc4c(c3)OCO4)c2C)cc1 | -3.5% | -1.1% | -4.0% | -5.0% | -20.9% | 1.2% | 3.5% | -12.0%
Cn1c(N)c(C(=O)c2ccc(C#N)cc2)c(=O)n(C)c1=O | 13.6% | 10.3% | -7.6% | 4.5% | 0.1% | -7.4% | 1.7% | -1.8%
CCC(=O)Nc1cc(-c2nn(C)c(=O)c3ccccc23)ccc1N1CCCCC1 | ? | -15.1% | 23.9% | -3.5% | -2.1% | ? | 1.5% | 4.0%
COCC(=O)NCCSc1c(C)[nH]c2ccccc12 | 3.2% | -3.2% | -5.3% | 2.4% | 1.9% | i | 3.4% | ?
Cc1ccn2cc(-c3ccc(S(=O)(=O)N4CCOCC4)cc3)nc2c1 | ? | 8.1% | 16.1% | -13.6% | -2.2% | i | -0.2% | ?
O=C(O)CCCC(=O)N1N=C(c2ccccc2)CC1c1cccs1 (configuration not stated) | nt | nt | nt | -8.2% | -10.2% | -2.1% | nt | -19.7%
COc1ccc(/C=C/CN2CCN(CC(C)C)C(CCO)C2)cc1 (configuration not stated) | -1.2% | nt | nt | -0.1% | -14.9% | 0.0% | -1.9% | -4.1%
CCCC(C)c1nnc(NC(=O)C2CCCO2)s1 (configuration not stated) | 3.55µM* | ? | 7.6% | -6.2%[11.4 µM] | ? | -12.8% | -3.5% | -4.3%
Cc1cc(C(=O)NNC(=S)NCC2CCCO2)cs1 (configuration not stated) | 4.3% | -4.7% | 1.0% | 0.2% | 2.4% | -8.1% | 0.4% | 2.4%
CCc1ccc(C(C)NC(=O)Cc2ccc(F)cc2)cc1 (configuration not stated) | 5.5% | 1.4% | nt | 5.0%[11.4 µM] | 0.3% | 12.6% | 0.1% | -3.2%
O=C(Nc1cccc2nsnc12)c1cccnc1Cl | -5.0% | 2.7% | 10.2% | 8.9% | -0.7% | -1.8% | -3.8% | -10.1%
Cc1ccc(S(=O)(=O)c2c(N)n(C)c3nc4ccccc4nc23)cc1 | ? | ? | 12.4% | nt | -13.1% | 9.8% | 1.9% | ?
C=C[C@](C)(O)CCC1C(=C)CC(OC(C)=O)C2C(C)(C)CCCC12C (some centres not stated) | 2.0% | -30.0% | ? | nt | ? | -13.3% | -0.1% | -5.6%
